CAL PDZ FP-1 – CAL PDZ (human) peptide binding inhibition. Q9HD26. purified CAL PDZ, TMR-peptide fluorescence polarization, 1 h. inhibition, % at 24.9 µM. 300,000 compounds, 0.92% hits. AID 602252;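 active means mean inhibition of at least 30% with at least half of replicates also reaching 30%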;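 further: 0% = DMSO neutral control and 100% = excess unlabeled competitor peptide PRC23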
PvdQ acylase – P. aeruginosa PvdQ acylase inhibition. purified PvdQ acylase, fluorescence plate reader. inhibition, % at 10 µM. 340,000 compounds, 0.063% hits; in the data active means inhibition above about 30%, passing the limit was not always enough;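 further: 0% = vehicle neutral wells and 100% = reference inhibitor wells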
MITF act – activators of MITF-driven TRPM1 promoter activity in SK-MEL-5 cells; SK-MEL-5 TRPM1-promoter luciferase, 24 h; % of positive control, neutral wells = 0; AID 588334; 300,000 compounds, 0.75% hits; activation, % at 12.5 µM;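 active means mean activation of at least 80% with every replicate also reaching 80%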;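 further: 0% = neutral control wells and 100% = parthenolide positive control wells; values of inactives mirror those of a sister screen read the other way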
SR-BI DiI inh – inhibitors of mouse SR-BI mediated HDL lipid uptake | 320,000 compounds, 0.96% hits | ldlA[mSR-BI] CHO cells, DiI-HDL uptake fluorescence, 3 h | inhibition, % at 12.5 µM | AID 488896 | Q61009;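 active means mean replicate inhibition of at least 70% and a set share of replicates each scoring 70 or more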;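 further: 0% = median of neutral control wells and 100% = median of positive control wells; values of inactives mirror those of a sister screen read the other way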
Rtt109 HAT inh – blocks Candida albicans Rtt109/Vps75 acetyltransferase activity. inhibition, % at 34.9 µM. AID 540336. Q5AAJ8. 330,000 compounds, 0.16% hits. purified Rtt109/Vps75, ThioGlo CoA-SH fluorescence, 4 h;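 active means inhibition of at least 50% in every replicate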
Target sequence (Q5AAJ8 whole entry, looked up): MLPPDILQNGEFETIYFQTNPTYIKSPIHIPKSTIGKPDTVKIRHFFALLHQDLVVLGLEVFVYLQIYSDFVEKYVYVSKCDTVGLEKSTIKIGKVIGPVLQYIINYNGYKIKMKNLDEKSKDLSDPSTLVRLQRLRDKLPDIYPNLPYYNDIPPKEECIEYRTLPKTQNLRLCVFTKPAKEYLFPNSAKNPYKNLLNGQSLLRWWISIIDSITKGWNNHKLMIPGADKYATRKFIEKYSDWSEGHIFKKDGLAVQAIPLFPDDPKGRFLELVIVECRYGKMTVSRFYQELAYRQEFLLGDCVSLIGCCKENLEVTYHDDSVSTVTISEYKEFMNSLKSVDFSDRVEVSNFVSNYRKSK
SR-BI uptake up – enhances SR-BI lipid uptake from DiI-HDL | CHO ldlA[mSR-BI] cells, DiI-HDL uptake fluorescence, 3 h; 100 = double the neutral-control signal | activation, % at 12.5 µM | 320,000 compounds, 0.096% hits;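 active means mean replicate activation of at least 60% and every replicate at or above 60%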;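 further: 0% = median plate neutral-control signal and 100% = twice that signal; values of inactives mirror those of a sister screen read the other way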
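Material: SR-BI-overexpressing, LDLR-lacking CHO cells; schedule: compound exposure 3 h, 37 °C; reagent: DiI-labelled HDL at 10 µg/mL final; technique: bottom-read fluorescence, 550/595 nm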
PfHsp90 yeast 2 – inhibits growth of yeast expressing Plasmodium falciparum Hsp90; S. cerevisiae expressing PfHsp90, BacTiter-Glo ATP, 48 h; yeast lacking PDR1 and PDR3 efflux regulators; inhibition, % at 9.4 µM; 310,000 compounds, 0.32% hits; AID 504621;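 active means every replicate shows inhibition above about 80%, whatever the replicate mean, limit read from the data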;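 further: 0% = DMSO neutral controls and 100% = 20 µM radicicol positive controls; yeast relying on Plasmodium falciparum Hsp90 in place of its own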
dFosB act – mouse delta FosB homodimer activation; activation, % at 25 µM; 340,000 compounds, 0.99% hits; purified delta FosB, TAMRA-CDK5 oligo fluorescence polarization; percent of positive-control signal above neutral wells; P13346;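 active means mean activation above about 17%, with every replicate also reaching it, limit read from the data, passing the limit was not always enough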;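 further: fluorescence polarization rise as delta FosB binds a TAMRA Cdk5 AP-1 oligo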
Target sequence (P13346 whole entry, looked up): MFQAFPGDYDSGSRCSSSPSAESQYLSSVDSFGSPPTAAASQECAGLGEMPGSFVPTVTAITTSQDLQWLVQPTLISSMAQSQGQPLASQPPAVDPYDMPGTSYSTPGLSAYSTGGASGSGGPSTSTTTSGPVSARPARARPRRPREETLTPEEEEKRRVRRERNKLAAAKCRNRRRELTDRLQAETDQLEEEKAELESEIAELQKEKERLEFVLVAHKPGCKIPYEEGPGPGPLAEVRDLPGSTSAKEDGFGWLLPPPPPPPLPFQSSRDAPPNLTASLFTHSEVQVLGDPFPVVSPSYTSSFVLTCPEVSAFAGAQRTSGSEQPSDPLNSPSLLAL
CAL PDZ FP-2 – inhibitors of human CAL PDZ peptide binding | purified CAL PDZ, TMR-peptide fluorescence polarization, 1 h | inhibition, % at 20 µM | 330,000 compounds, 0.02% hits | AID 504414;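 active means highest replicate inhibition of at least 40%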;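 further: plate controls were DMSO neutral control wells for no effect and unlabeled competitor peptide control wells for full effect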
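Material: tagged CAL PDZ domain; buffer or medium: 25 mM sodium phosphate pH 7.4, 150 mM NaCl, TCEP, IgG, Thesit; compound dosing: single point, 20 µM; schedule: 1 h incubation at room temperature before polarization reading; measured by: FP readout, S and P plane fluorescence; read-out basis: percent inhibition from loss of millipolarization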
NSD2 HMT inh – inhibitors of human histone methyltransferase NSD2. 310,000 compounds, 0.54% hits. NSD2 peptide methylation, AlphaScreen, 120 min. inhibition, % at 12.5 µM. AID 743445. O96028; in the data active means inhibition above about 50%
* marks the source's active call; other numbers are inactive results; / = no result given.

SMILES	CAL PDZ FP-1	PvdQ acylase	MITF act	SR-BI DiI inh	Rtt109 HAT inh	SR-BI uptake up	PfHsp90 yeast 2	dFosB act	CAL PDZ FP-2	NSD2 HMT inh
Cc1cccc(NC(=O)c2cn(-c3ccccc3)nc2-c2ccccc2)c1	-1	10	13	62	0	-62	-10	-3	-0.1	-1
COc1ccc(CNC(=O)Cn2cnc3c(=O)n(C)c(=O)n(C)c32)cc1	-4	-14	-18	13	1	-13	-18	-2	0.1	-2
CC(=O)n1cc(Nc2ccc([N+](=O)[O-])cc2)c2ccccc21	9	4	-24	51	-19	-51	-6	-2	-3.9	2
CCCOc1ccc(/C=C2/C(=O)ON=C2C)cc1OCC	11	-15	-7	-30	-4	30	3	-3	-0.6	3
CCOc1ccc(-c2nc(CN3CCCC(C(=O)N4CCOCC4)C3)c(C)o2)cc1 (configuration not stated)	1	-6	-4	6	3	-6	-4	-5	-3.3	0
CCCOc1ccc(N2C(=O)CC(SCc3nc4ccccc4[nH]3)C2=O)cc1 (configuration not stated)	4	-14	2	20	9	-20	-6	-12	-1.6	0
COc1ccc(OCCN(C)CC(=O)Nc2c(C)cccc2C)cc1	-2	-13	1	-21	1	21	-28	-2	-0.4	-2
CCN(CC)CCN(C(=O)c1ccc(S(=O)(=O)N2CCCC2)cc1)c1nc2cc(C)cc(C)c2s1	-2	-4	15	21	-4	-21	24	5	-0.4	/
Nc1ccc2nc(C(F)(F)F)[nH]c2c1	0	4	5	-8	/	8	18	0	-2.1	0
CCOC(=O)N1CCN(C(=O)CCc2ccc(S(=O)(=O)NC(C)(C)C)cc2)CC1	0	-9	/	-7	-1	7	11	-4	-0.1	-1
COc1cc(C2C3=C(Nc4ncnn42)c2ccccc2CC3)cc(OC)c1OC (configuration not stated)	1	3	/	3	-4	-3	2	-7	-0.4	3
COc1cc(C2/C(=C(\O)c3ccc4c(c3)CC(C)O4)C(=O)C(=O)N2CCCn2ccnc2)cc(OC)c1OC (configuration not stated)	16	-3	9	-15	-6	15	23	-16	-5.9	3
COC(=O)[C@H](Cc1ccccc1)NC(=O)NCc1ccccc1OC	/	-8	-7	-1	-20	1	-3	-3	-1.4	8
Cc1ccc(NC(=O)c2cccs2)cc1	-3	-9	72	4	0	-4	10	0	-0.2	0
COn1c(-n2nc(C)cc2C)nc2ccccc2c1=O	-8	-10	-7	-40	-1	40	-9	-2	-0.8	-4
Cc1nc(-c2cccc(NC(=O)c3ccc(Br)o3)c2)cs1	-6	-6	7	40	3	-40	-13	-24	-2.3	1
CCOC(=O)CNC(=O)Cn1cnc2c(cnn2-c2ccc(C)cc2)c1=O	-9	-11	-5	0	-16	0	-8	2	-0.6	0
NC1=NC(=O)/C(=C\c2ccc(O)c([N+](=O)[O-])c2)S1	/	12	1	-11	25	11	13	3	-1.6	1
CCc1ccc(NC(=O)C(C)Sc2ccc(S(=O)(=O)N3CCN(C)CC3)cn2)cc1 (configuration not stated)	-2	-6	-17	-14	1	14	7	-9	0.1	-3
O=C(CSc1nnc(CNc2ccccc2)o1)N1CCCc2ccccc21	/	-14	-9	13	-7	-13	-27	-3	-0.7	3
COc1cccc(N2CCN(C(=O)c3oc4ccccc4c3NC(=O)Cc3ccc(OC)c(OC)c3)CC2)c1	5	5	-5	36	21	-36	-10	1	-0.5	5
O=C(CSc1nnc(Cc2ccccc2)o1)N1CCOCC1	1	-17	5	-9	-1	9	-9	1	-1.6	-1
CCC(C)NC(=O)c1c(N)n(/N=C/c2cccnc2)c2nc3ccccc3nc12 (configuration not stated)	2	-1	/	7	-4	-7	-17	-4	-0.2	-4
CCn1c(SCC(=O)c2c(N)n(C3CC3)c(=O)[nH]c2=O)nnc1-c1ccoc1C	1	-10	5	-23	-7	23	4	-9	-1.1	8
CCN1CCN(C(=O)C2(NC(=O)Nc3ccccc3Cl)CCCCC2)CC1	-1	-19	3	/	-1	/	20	-14	-0.3	2
CCCCOc1ccc(OCCNC(=O)c2ccco2)cc1	-2	-12	13	/	-7	/	-26	1	-2.9	6
O=C(NCc1cnc2ccccn12)C1CCC(=O)N(Cc2ccccc2F)C1 (configuration not stated)	-3	-3	2	-25	-3	25	8	-1	-2.0	-2
COc1ccccc1NC(=O)CSc1c2c(nc3ccccc13)CCC2	-3	-7	-7	13	-11	-13	9	-6	-1.9	5
Cc1cccc(Cc2cnc(NC(=O)CN3C(=O)/C(=C/c4ccccc4)SC3=S)s2)c1	-5	-9	4	-5	-1	5	-11	2	-1.8	1
OCC1OC(n2nc3ccccc3n2)C(O)C(O)C1O (configuration not stated)	-2	-10	8	0	2	0	-6	-1	-3.1	-2

Sorted by molecular weight (high to low): some entries from above
SMILES	CAL PDZ FP-1	PvdQ acylase	MITF act	SR-BI DiI inh	Rtt109 HAT inh	SR-BI uptake up	PfHsp90 yeast 2	dFosB act	CAL PDZ FP-2	NSD2 HMT inh
Cc1cccc(Cc2cnc(NC(=O)CN3C(=O)/C(=C/c4ccccc4)SC3=S)s2)c1	-5	-9	4	-5	-1	5	-11	2	-1.8	1
CCc1ccc(NC(=O)C(C)Sc2ccc(S(=O)(=O)N3CCN(C)CC3)cn2)cc1 (configuration not stated)	-2	-6	-17	-14	1	14	7	-9	0.1	-3
O=C(CSc1nnc(CNc2ccccc2)o1)N1CCCc2ccccc21	/	-14	-9	13	-7	-13	-27	-3	-0.7	3

Carrying on:
SMILES	CAL PDZ FP-1	PvdQ acylase	MITF act	SR-BI DiI inh	Rtt109 HAT inh	SR-BI uptake up	PfHsp90 yeast 2	dFosB act	CAL PDZ FP-2	NSD2 HMT inh
O=C1OCCC1Sc1nnc(-c2ccc(O)cc2)o1 (configuration not stated)	0	-9	-2	5	2	-5	-24	-14	-0.5	2
O=C(Cn1cncn1)N/N=C/c1ccccc1Cl	/	-5	/	6	8	-6	13	1	-0.7	-2
O=C(Nc1ccccc1Cl)c1ccc(COc2ccc3c(c2)CCC3)cc1	-5	7	13	-5	6	5	9	-5	-0.2	2
CCCCC1S/C(=N/N=C/c2ccco2)NC1=O (configuration not stated)	-3	-14	3	-19	-8	19	-6	-5	-2.1	0
COc1ccc(N(CC(=O)NCCc2ccc(OC)c(OC)c2)S(=O)(=O)c2c(C)noc2C)cc1	73*	-9	4	3	-6	-3	-27	-4	-0.2	13
CCN(CC)CCCNC(=O)c1c(O)c2c([nH]c1=O)CCCC2	-2	-7	-2	-12	-2	12	/	1	-1.1	10
O=C1OCCN1C(=O)[C@H]1[C@H](c2ccccc2)C(c2ccc(F)cc2)=NN1c1ccc(Br)cc1	-2	4	-8	44	-8	-44	-4	-16	-1.9	/
COc1ccc(-c2noc(CNC(=O)c3ccoc3C)n2)cc1	-7	-1	-4	/	12	/	0	-4	-4.0	0
CN(CC(=O)Nc1cccc2ccccc12)C(=O)c1cccc(S(=O)(=O)N(C)C)c1	-7	-4	-10	7	-4	-7	-26	-8	-2.0	0
CN(C(=O)COc1ccccc1)c1nnc(C23CC4CC(CC(C4)C2)C3)s1	/	-8	/	20	5	-20	-19	7	-1.2	/
O=C(Nc1ccccc1)/C(=C/c1ccc2c(c1)OCO2)NC(=O)c1ccco1	-3	5	-2	26	-3	-26	-46	2	-0.3	-2
COc1cccc(-c2nn(C)c3sc(C(=O)NCc4ccc(C)cc4)cc23)c1	-8	-17	/	2	-5	-2	-35	-8	-2.7	/
COC(=O)c1c(-c2ccc(OC)cc2)sc2ccc(N3CCOCC3)cc12	3	-10	69	33	-1	-33	-18	-4	-0.8	/
COC(=O)Cn1ncc2c(C)n(Cc3ccccc3)c(C)c2c1=O	-4	-6	38	-7	8	7	4	-5	-0.1	/
O=[N+]([O-])c1ccccc1N/N=C\c1ccccc1F	-3	-6	75	6	-3	-6	-28	-3	-1.6	-2
C/C(=N/NC(=O)CNC(=O)c1ccco1)c1ccco1	-3	1	-3	-18	4	18	2	-4	-2.0	-1
CC(=O)NC1=NN(C(C)=O)C(C)(c2ccc3ccccc3c2)S1 (configuration not stated)	-3	-15	-6	16	-2	-16	15	-10	-0.8	1
CCN(CC(=O)Nc1ccc(NC(C)=O)cc1)C(=O)Cc1ccc(Cl)c(Cl)c1	1	-9	6	/	-5	/	26	-10	-3.9	-2
O=c1[nH]c(CN2CCN(C/C=C/c3ccccc3)CC2)nc2ccccc12	-2	-14	1	-19	2	19	13	-6	-3.0	1
CCC1=C2CC[C@H]3C(=O)N(c4ccccc4)C(=O)[C@H]3[C@H]2[C@@]2(C)C(=NCC3CC3)OC(=O)N2C1=O	-1	-10	1	-11	1	11	-2	11	-0.1	/
O=C(/C=C/c1ccc([N+](=O)[O-])s1)N1CCN(c2ccccc2)CC1	5	-5	-50	-19	0	19	2	-6	-1.2	1
CCOCCCNC(=O)C(Cc1ccccc1)NS(=O)(=O)c1cccc2nsnc12 (configuration not stated)	-7	-12	-2	-7	-5	7	-7	3	-0.5	-2
CCOc1ccc(/C(C)=N/N2C(=O)C(CC(=O)Nc3ccc(OC)cc3[N+](=O)[O-])SC2=Nc2cccc(C)c2C)cc1 (configuration not stated)	-1	4	4	-37	6	37	-9	-10	-0.4	-1
Cn1c(-c2ccccc2)cc(=O)c2ccccc21	0	-3	-6	-5	2	5	-3	-4	-2.9	-2
CCNCc1cc(OCC)c(OCC(=O)NCCc2ccccc2)cc1Cl	1	-1	13	9	0	-9	2	-5	-2.5	/
O=c1c2ccccc2cnn1Cc1n[nH]c(=S)n1-c1ccccc1F	-3	-5	-6	-6	-10	6	-1	-2	0.9	-1
O=C(NCCC1=CCCCC1)c1ccc(Cl)c(S(=O)(=O)Nc2ccccc2)c1	-2	-7	-15	-16	/	16	30	-6	-3.5	-3
O=C(Cc1cccs1)Nc1ccc(F)cc1F	1	-2	/	-30	4	30	-3	-3	-0.8	0
COc1ccc(-c2nc(C#N)c(N3CCCCC3)o2)cc1	-3	-17	28	29	-3	-29	-17	-14	-2.3	0
O=C(COc1ccccc1Br)NCc1ccccn1	-2	-27	32	-2	6	2	-5	-7	-0.2	-3
COc1ccccc1N(Cc1cc(=O)[nH]c2ccccc12)C(=O)c1cccc([N+](=O)[O-])c1	-2	-8	6	/	12	/	14	-12	-3.9	2
O=[N+]([O-])c1ccc(S(=O)(=O)NCC2CC3CCC2C3)cc1 (configuration not stated)	3	-9	-2	1	/	-1	14	-16	-0.2	7
CC(C)c1ccc(-n2cccc2/C=C2/C(=N)N3C=CSC3=NC2=O)cc1	/	19	-3	43	-2	-43	-9	-17	-0.2	0
Cc1ccc(-c2noc(CCC(=O)NCCN3CCOCC3)n2)cc1	2	-18	-10	-34	1	34	0	1	/	1
CCn1nc(C(=O)OCC(=O)c2cc(C)n(Cc3cccs3)c2C)c2ccccc2c1=O	-4	-7	5	-39	2	39	7	-5	-1.6	2

An excerpt from above in order of their number in PfHsp90 yeast 2, highest first.
mol | PfHsp90 yeast 2
COc1ccccc1N(Cc1cc(=O)[nH]c2ccccc12)C(=O)c1cccc([N+](=O)[O-])c1 | 14
CCn1nc(C(=O)OCC(=O)c2cc(C)n(Cc3cccs3)c2C)c2ccccc2c1=O | 7
Cc1ccc(-c2noc(CCC(=O)NCCN3CCOCC3)n2)cc1 | 0
